KCNQ1 block – human KCNQ1 channel inhibition; P51787; CHO-K1 KCNQ1, FluxOR thallium flux fluorescence; active compounds read high; B-score at 10 µM; hit rate 1.3% among 310,000;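 active = compounds whose thallium flux B-score, printed positive for inhibition, exceeds three library SD while starting fluorescence stays within three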;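 note: channel opened by potassium depolarization with thallium stimulus after 20 min compound exposure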
Target sequence (P51787 whole entry, looked up): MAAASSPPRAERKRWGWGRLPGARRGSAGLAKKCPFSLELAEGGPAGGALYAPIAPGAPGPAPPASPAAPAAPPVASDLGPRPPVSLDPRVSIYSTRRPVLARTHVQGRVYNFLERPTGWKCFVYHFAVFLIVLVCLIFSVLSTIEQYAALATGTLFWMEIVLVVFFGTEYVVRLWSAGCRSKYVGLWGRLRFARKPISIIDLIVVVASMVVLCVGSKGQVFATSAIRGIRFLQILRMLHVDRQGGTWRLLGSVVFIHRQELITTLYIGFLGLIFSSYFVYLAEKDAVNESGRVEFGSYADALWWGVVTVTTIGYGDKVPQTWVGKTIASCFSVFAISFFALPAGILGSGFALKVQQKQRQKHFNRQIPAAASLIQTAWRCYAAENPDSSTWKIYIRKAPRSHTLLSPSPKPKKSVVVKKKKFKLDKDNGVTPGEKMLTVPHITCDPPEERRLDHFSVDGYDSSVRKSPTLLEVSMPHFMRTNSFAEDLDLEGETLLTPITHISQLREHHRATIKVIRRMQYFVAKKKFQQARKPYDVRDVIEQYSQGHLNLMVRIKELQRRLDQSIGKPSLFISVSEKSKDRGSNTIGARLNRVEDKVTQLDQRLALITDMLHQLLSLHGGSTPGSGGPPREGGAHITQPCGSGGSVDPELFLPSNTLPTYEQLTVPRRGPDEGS
KCNK3 block – human KCNK3 channel inhibition, primary screen | O14649 | CHO-KCNK3 thallium flux, FluxOR fluorescence; active compounds read low | B-score at 10 µM | hit rate 0.84% among 340,000;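 active = B-score under library mean minus 4 SD, starting fluorescence ratio at most library mean plus 5 SD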;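 note: more negative B-score means stronger inhibition of thallium flux through KCNK3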
KCNK9 block – blocks the human KCNK9 two-pore domain potassium channel. Q9NPC2. HEK293 KCNK9, FluxOR thallium flux fluorescence; active compounds read low. B-score at 10 µM. hit rate 1.2% among 310,000;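 active = ratio B-score over 3 SD below the library mean, with starting fluorescence within 5 SD of its mean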;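 note: negative B-score means less thallium flux so channel inhibition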
hERG protect – shields human hERG channel from block by proarrhythmic agents | Q12809 | CHO-hERG, FluxOR thallium flux, dofetilide IC70 present | activation (rescue from dofetilide block), less the hit threshold, % at 10 µM | hit rate 0.51% among 310,000;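 active = activation above the mean of controls blocked by dofetilide plus 5 SD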;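 note: thallium influx through hERG after potassium depolarization seen as dye fluorescence rise; in these data hits start at about 4.7%; inactives centre near -7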
PolyA inh – inhibitors of polyadenylation in S. cerevisiae; S. cerevisiae SKY197-pL101 polyadenylation reporter, beta-gal luminescence; efflux-impaired pdr1/pdr3 knockout yeast; score 100 = 6 SD above DMSO; calls only at 12 µM; hit rate 0.02% among 300,000; AID 1875;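 active = lowest replicate activity score at least 50, where 100 means six control SD above control mean; inconclusive = lowest score under 50 but half or more replicates reach 50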;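 note: yeast exposed to compound for 9 h at 30 °C; higher score means more reporter readthrough which indicates perturbed polyadenylation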
HDAC3 inhib – inhibitors of human histone deacetylase 3. recombinant HDAC3, fluorogenic peptide/trypsin coupled, fluorescence. O15379. inhibition, % at 8.3 µM. AID 2718. hit rate 0.15% among 320,000; in the data active = inhibition above about 26%, passing the limit was not always enough; inconclusive = no clear call, values can overlap the other calls
Target sequence (O15379 whole entry, looked up): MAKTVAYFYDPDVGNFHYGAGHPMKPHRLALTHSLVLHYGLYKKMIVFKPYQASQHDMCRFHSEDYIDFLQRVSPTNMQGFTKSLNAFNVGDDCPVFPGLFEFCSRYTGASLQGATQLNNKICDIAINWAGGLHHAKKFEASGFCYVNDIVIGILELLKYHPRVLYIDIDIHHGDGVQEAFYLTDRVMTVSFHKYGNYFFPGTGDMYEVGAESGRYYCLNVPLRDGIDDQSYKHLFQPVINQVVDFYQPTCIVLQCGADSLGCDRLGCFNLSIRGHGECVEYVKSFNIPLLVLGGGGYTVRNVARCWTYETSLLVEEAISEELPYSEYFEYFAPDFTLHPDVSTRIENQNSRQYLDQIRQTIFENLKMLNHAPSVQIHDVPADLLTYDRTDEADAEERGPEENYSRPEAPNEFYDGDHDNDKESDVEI
GSK3beta inhib – human GSK3beta kinase inhibition; hit rate 0.038% among 300,000; GST-GSK3beta kinase, ADP-Glo luminescence, 60 min; active compounds read low; AID 2097; P49841; activity score (negative = inhibition), % at 10 µM;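 active = more than half of replicate wells score below -50%, meaning over 50% inhibition versus plate controls; inconclusive = some replicates but at most half score below -50%; inactive = no replicate scores below -50%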;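 note: 0% = median DMSO wells and -100% = median GW8510 positive control wells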
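Test system: GST-fused GSK3beta enzyme, cell-free | Quantity: 1.6 ng GST-GSK3beta enzyme per well | Reagent: 25 µM ATP with peptide substrate | Schedule: 60 min enzyme reaction, room temperature | Signal: Luminescent ADP-Glo measurement of ADP formed | Read-out basis: Score relative to plate controls | Control set: DMSO and 20 µM GW8510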
GSK3A inh – human GSK-3 alpha kinase inhibition. hit rate 0.1% among 320,000. P49840. ADP-Glo luminescence, 60 min. inhibition, % at 10 µM;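 in the data active = inhibition above about 50%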;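 note: GST-tagged GSK-3 alpha with peptide substrate and 25 µM ATP; 0% = DMSO neutral wells and 100% = GW8510 positive control wells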
KCNQ1 pot – human KCNQ1 channel potentiation or activation; P51787; CHO-K1 KCNQ1, thallium flux FluxOR fluorescence; active compounds read high; B-score at 10 µM; hit rate 0.35% among 310,000; AID 2648;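 active = fluorescence ratio B-score, a plate-corrected score, at least three library SD, with initial intensity B-score within 5 SD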
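Assay system: CHO-K1 cells stably expressing KCNQ1. Medium: assay buffer for compound exposure, DMSO matched across wells. Timing: 37 °C overnight plating, 90-min dark dye load, 20-min compound pretreatment. Signal: kinetic FluxOR fluorescence, 10 s baseline plus 110 s post-stimulus.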
RGS4 act – RGS4 potentiation or activation. HEK293 M3R/inducible RGS4, carbachol calcium flux Fluo4; active compounds read low. B-score at 10 µM. hit rate 0.92% among 310,000. AID 463111;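 active = B-score of the integrated calcium signal more than 4 SD below the library mean, with starting fluorescence not abnormally high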;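 note: negative B-score means reduced calcium response which marks RGS4 activation or potentiation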
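test system = HEK293 cells with stable M3R and inducible RGS4 | schedule = recording 10 s baseline at 1 Hz, 100 s post-agonist | technique = Fluo4-AM (2 µM) calcium-flux fluorescence, kinetic read | measure = Agonist-evoked peak-minus-minimum fluorescence over baseline, integrated ratio, B score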
Dyrk1A ADPGlo – inhibitors of rat Dyrk1A kinase; Q63470; ADP-Glo luminescence, NFATc1 peptide; inhibition, % at 12.5 µM; hit rate 0.43% among 310,000; AID 504441; in the data active = inhibition above about 50%;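 note: plate controls were vehicle with enzyme for no effect and no enzyme for full effect; many of its hits are not listed in these tables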
* marks the source's active call; other numbers are inactive results; i = inactive; ? = inconclusive; nt = not tested or not shown. An excerpt, so the mix of outcomes need not match the whole.

Order of values: KCNQ1 block | KCNK3 block | KCNK9 block | hERG protect | PolyA inh | HDAC3 inhib | GSK3beta inhib | GSK3A inh | KCNQ1 pot | RGS4 act | Dyrk1A ADPGlo
N#Cc1cc(-c2ccccc2)nnc1Oc1ccccc1
  i | i | i | 0 | i | -8 | 0 | -1 | i | i | 2
O=C(CNC(=O)C12CC3CC(CC(C3)C1)C2)NCc1ccccc1
  i | i | i | -9 | i | 0 | 0 | -1 | i | i | 9
COC(=O)c1ccc(C2C(C(=O)c3ccco3)=C(O)C(=O)N2CC2CCCO2)cc1 (stereo unspecified)
  i | i | i | -4 | i | 5 | 1 | -1 | i | i | -6
CCOc1cc(C#N)c(NC(=O)CSc2nnnn2-c2ccc(OC)cc2)cc1OCC
  i | i | i | -8 | i | 6 | -2 | -3 | i | i | -2
C/C(N)=C(/C#N)C(=O)COC(=O)c1ccccc1Oc1ccccc1
  i | i | i | -11 | i | 2 | 2 | -1 | i | i | nt
Cc1ccccc1-n1c(C)cc(/C=N/NC(=O)c2ccncc2)c1C
  i | i | i | -14 | i | 1 | -1 | -3 | 11* | i | -6
COCCn1nnnc1C(c1ccccc1)N1CCN(C(=O)c2ccco2)CC1 (stereo unspecified)
  i | i | i | -7 | i | -1 | -1 | 2 | i | i | 9
CCn1c(CSc2n[nH]c(N)n2)nc2cc(C(=O)O)ccc21
  i | i | i | -12 | i | 0 | 4 | 2 | i | i | -6
CC(C)(C)C(=O)C(Cc1ccccc1)n1cncn1 (stereo unspecified)
  i | i | i | -1 | i | 0 | -12 | 1 | i | i | -1
CN(CC(=O)N1CCCC1)S(=O)(=O)c1ccc(Cl)cc1
  i | i | i | -11 | i | 9 | 2 | -1 | i | i | -4
COc1ccccc1N1CCN(CCCOc2ccc(F)cc2)CC1
  i | i | i | -7 | i | -6 | -5 | -2 | i | i | -3
CCC(C(=O)Nc1ccc2c(c1)OCCO2)n1nnc2ccccc2c1=O (stereo unspecified)
  i | i | i | -10 | i | 7 | 0 | 0 | i | i | nt
CCOC(=O)c1cc2sccc2n1CC(=O)c1ccc2c(c1)OCCO2
  i | -9.5* | i | -5 | i | 5 | 2 | -3 | i | i | -5
S=C(NCC1CC1)N/N=C/c1ccccc1Cl
  i | i | i | -3 | i | 1 | 0 | -1 | i | i | -7
CN(Cc1ccccc1)C(=O)Cn1nc(C(F)(F)F)c2c1CCC2
  i | i | i | -2 | i | 7 | -3 | 0 | i | i | -2
CCOC(=O)c1c(C)[nH]c(C)c1C(=O)COC(=O)c1cc(OC)cc(OC)c1
  i | i | i | -14 | i | 9 | -3 | -3 | i | i | -4
CC1(c2ccccc2)NC(=O)N(CC(=O)N2CCN(S(=O)(=O)c3ccccc3[N+](=O)[O-])CC2)C1=O (stereo unspecified)
  i | i | i | -15 | i | 5 | 1 | -3 | i | i | 0
CC(=O)NC1C(=O)N(C)c2ccc(Br)cc21 (stereo unspecified)
  i | i | i | -11 | i | -1 | -2 | 6 | i | i | -4
NC(=O)CNC(=O)C1CCN(S(=O)(=O)c2ccc(-n3cnnn3)cc2)CC1
  i | i | i | -4 | i | -2 | -1 | -2 | i | i | -4
CC1(c2nnc(-c3ccccc3)o2)CC(c2cccnc2)=NO1 (stereo unspecified)
  i | i | i | -6 | i | 4 | 0 | -1 | i | i | -1
N/C(=N\OC(=O)COc1cc(Cl)c(Cl)cc1Cl)c1ccncc1
  i | nt | i | -10 | i | ? | 4 | -1 | i | i | nt
Cc1ccc(Cn2ncc3c(N4CCN(c5ccccc5C)CC4)ncnc32)cc1
  i | i | i | -2 | i | 0 | -1 | -1 | i | i | -2
CCCN1CCC(NC(=O)Cc2ccc(C)cc2)CC1
  i | i | i | -1 | i | -6 | 1 | 0 | i | i | 5
Cc1nn(Cc2ccc(F)cc2Cl)c(C)c1[N+](=O)[O-]
  i | i | i | -10 | i | -4 | -1 | 0 | i | i | -1
COc1ccc2[nH]c(=O)c(CN(C(=O)c3cccnc3)c3ccccc3C)cc2c1
  i | i | i | -8 | nt | 1 | -4 | -2 | i | i | -2
COCCCNC(=O)CNC(=S)N(Cc1cc(OC)c(OC)c(OC)c1)C1CCCC1
  i | i | i | -6 | i | -4 | -1 | -2 | i | i | 6
CN(Cc1ccccc1)S(=O)(=O)c1csc(C(N)=O)c1
  i | i | i | -6 | i | 5 | 1 | 0 | i | i | 4
O=C(CSc1ccc2nnc(-c3ccncc3)n2n1)Nc1ccc2c(c1)OCCO2
  i | i | i | -8 | i | -4 | -1 | 6 | i | i | 16
O=C(CCN1CCCO1)N1CCCC(N2CCN(c3cccc(C(F)(F)F)c3)CC2)C1 (stereo unspecified)
  i | i | i | -10 | i | -2 | 2 | -3 | i | i | 6
CN=c1scc(-c2ccco2)n1/N=C/c1ccc(O)c(O)c1
  i | i | i | -11 | i | nt | -4 | nt | i | i | 6
Cc1cc(=O)n(C)c(=O)n1CCCCCN1CCCC1
  i | i | i | -14 | nt | -7 | 1 | 3 | i | i | -1
O=C(Cc1cccc2ccccc12)NC(NC(=S)Nc1ccccc1Cl)C(Cl)(Cl)Cl (stereo unspecified)
  i | i | i | -7 | i | nt | -9 | nt | i | i | 7
COc1ccc(N(CC(=O)N2CCCC(C)C2)S(=O)(=O)c2c(C)nn(C)c2C)cc1 (stereo unspecified)
  i | i | i | -9 | i | 6 | 1 | -4 | i | i | -1
CC(C)Nc1nc(Cl)nc(N(C#N)CN2C(=O)c3ccccc3S2(=O)=O)n1
  i | i | i | -20 | i | 9 | 4 | -3 | i | i | 13
O=C(C[n+]1ccccc1)c1ccc(NC(=O)c2ccccc2)cc1
  i | i | i | -6 | i | 10 | 3 | 4 | i | i | 0
CC(=O)Nc1ccc(S(=O)(=O)Nc2nc(C)nc3sc4c(c23)CCC4)cc1
  i | i | i | -15 | i | nt | 1 | -2 | i | i | 2
COc1ccc(CCNC(=O)CN2CCN(c3cccc(C(F)(F)F)c3)CC2)cc1
  i | i | i | -18 | i | -6 | -5 | -1 | i | i | 4
Cc1ccc(S(=O)(=O)NNC(=O)CCC(=O)Nc2ccccc2Cl)cc1
  i | i | i | -11 | nt | -2 | 1 | nt | i | i | -8
CN(C)CCCNC1CS(=O)(=O)CC1O (stereo unspecified)
  i | i | i | -9 | i | 0 | 0 | -4 | i | i | 11
O=C(O)CC(NS(=O)(=O)c1cccc2nsnc12)c1ccc(F)cc1 (stereo unspecified)
  i | i | i | -5 | i | -7 | 1 | nt | i | i | -2
CSc1c(-c2ccccc2)nc2ccccc2c1C(=O)O
  i | i | i | -9 | i | 3 | 3 | -2 | i | i | 11
O=C(NCc1cccc(Cl)c1)c1ccc(CS(=O)Cc2ccccc2Cl)o1 (stereo unspecified)
  i | i | i | -4 | i | 2 | 6 | -2 | i | i | -4
CCCCCOc1ccc(Br)cc1CSC(=N)N
  9* | i | i | -27 | i | nt | -16 | nt | i | i | 7
CCN1C/C(=C/c2cccs2)c2nc3ccccc3c(C(=O)O)c2C1
  i | i | i | -11 | i | -4 | -2 | -1 | i | i | 5
COc1ccc([N+](=O)[O-])cc1NC(=O)N(C)Cc1ccco1
  i | i | i | -4 | i | nt | -9 | 2 | i | i | -3
Cc1ccc(NC2=NCC(=O)N2Cc2cccs2)cc1C
  i | i | i | -8 | i | 3 | -2 | -1 | i | i | -4
O=C(C(=O)N1CCCC1)c1c(-c2ccccc2)[nH]c2ccccc12
  i | i | i | 1 | i | -2 | 0 | -1 | i | i | 0
Cc1ccc(S(=O)(=O)N2CCCCC2)cc1C(=O)NCc1ccccn1
  i | i | i | -10 | i | -10 | nt | -2 | i | i | 5
COc1ccccc1NC(=O)c1oc2ccc(C)cc2c1C
  i | i | i | -11 | i | 2 | 4 | 1 | i | i | -5
O=C(CCCN1C(=O)[C@H]2CC=CC[C@H]2C1=O)NCc1nc(-c2ccc(Cl)cc2)no1
  i | i | i | -10 | i | 0 | 1 | 2 | i | i | 7

Next section.
Order of values: KCNQ1 block | KCNK3 block | KCNK9 block | hERG protect | PolyA inh | HDAC3 inhib | GSK3beta inhib | GSK3A inh | KCNQ1 pot | RGS4 act | Dyrk1A ADPGlo
CC1=CC(c2ccccc2)n2nc(N3C(=O)CCC3=O)nc2N1 (stereo unspecified)
  i | i | i | -12 | i | -36 | 0 | 6 | i | i | 5
Cc1cc(S(=O)(=O)NC2CCCCC2)ccc1OCC(=O)NCc1cccnc1
  i | i | i | -9 | i | -1 | -9 | 0 | i | i | -4
CC1(C)Cc2nc3sc4c(=O)[nH]cnc4c3cc2CS1
  i | i | i | -3 | i | 5 | -1 | 2 | i | i | nt
Cc1[nH]cnc1CSCCN
  i | i | i | 1 | i | -3 | 1 | -2 | i | i | 7
COCCN1Cc2cc3cc(C)ccc3nc2SC1=Nc1ccc(OC)cc1
  i | i | i | -14 | i | 9 | -3 | 0 | i | i | -4
Cc1cc(C(=O)CSc2nn3c(=O)c(C(C)(C)C)nnc3s2)c(C)n1C1CC1
  i | i | i | -13 | i | 5 | 0 | 0 | i | i | -1
O=C(NNC(=O)C1CCN(S(=O)(=O)c2c(Cl)cccc2Cl)CC1)c1ccccc1O
  i | i | i | -14 | i | 1 | 3 | 2 | i | i | 0
O=C1C2C(C(=O)N1CC1CCCO1)C1C=CC2C12CC2 (stereo unspecified)
  i | i | i | -11 | i | 2 | 0 | -2 | i | i | -4
CCCCCC(=O)N(CN1C(=O)CCC1=O)c1ccccc1
  i | i | i | -6 | i | 11 | -4 | -1 | i | i | -3
CN1CCN(c2ccc(NC(=O)C(C)(c3ccccc3)c3ccccc3)cc2)CC1
  i | i | i | -9 | i | -6 | -2 | 1 | i | i | 10
COc1cccc(C2(c3cccc(OC)c3)CC2C(=O)Nc2ccccc2Cl)c1 (stereo unspecified)
  i | i | i | -8 | i | -5 | -3 | -3 | i | i | -4
O=C(CSc1nnc(-c2ccc(C(F)(F)F)cn2)o1)Nc1ccccc1Cl
  i | i | i | -8 | i | -8 | 1 | -1 | i | i | 15
Cc1ccc(S(=O)(=O)N2CCN3CCCC3C2)cc1 (stereo unspecified)
  i | i | i | -4 | i | 0 | 4 | -2 | i | i | -10
COc1ccc(S(=O)(=O)NCCS(=O)(=O)N2CCN(c3ccccc3)CC2)cc1
  i | i | i | -6 | i | 1 | 1 | -1 | i | i | 5
CCOC(=O)Cc1c(C)nc2c(-c3ccccc3)c(C)nn2c1C
  i | i | i | -6 | i | -4 | 0 | -2 | i | i | 15
